Screening results (PubChem)
Mm-Cpn inhibitor: inhibitors of Methanococcus maripaludis chaperonin (MmCpn) | purified Mm-Cpn ATPase, ADP Transcreener TR-FRET | Potency, µM (top dose mostly 76.9 µM), without a hit: top-dose activity, negative = inhibition, hits mostly inhibitors | hit rate 0.031% among 330,000; note: potency is the fitted concentration of half-maximal effect; % is set by controls: 0 for no effect and ±100 for the full control effect; nearly all actives have a fitted effect of over 80% in size
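25 nM Mm-CPN + cpd, 10 min 37°C; + 10 uM ATP, 30 min 37°C; buffer 30 mM Tris pH 7.4, 100 mM KCl, 5 mM MgCl2, 1 mM DTT; Transcreener ADP HTRF detection 30 min RT.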
Nrf2 inh: inhibitors of Nrf2 signaling. A549 ARE-Fluc reporter, luciferase luminescence, 18-24 h. Potency, µM (titrated, usually from 46 µM), for inactives: top-dose activity change, negative = inhibition, most hits filed as inhibitors. hit rate 2.1% among 360,000. AID 504444; note: potency is the fitted concentration of half-maximal effect; % is set by controls: 0 for no effect and ±100 for the full control effect; nearly all actives have a fitted effect of over 60% in size
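Quantitative HTS in A549 cells stably bearing an antioxidant response element-firefly luciferase construct. Inhibition of Nrf2-driven transcription was scored by luminescence after 18-24 h of compound exposure at 37 °C.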
EPAC2 agonist: EPAC2 (human) agonism; Q8WZA2; EPAC2 activation, biochemical qHTS; response scale: 100% = 6.5 mM cAMP response; Potency, µM (doses to about 154 µM), for inactives: top-dose activation, most hits filed as activators; hit rate 0.079% among 360,000; AID 720711; note: potency is the fitted concentration of half-maximal effect; nearly all actives have a fitted effect of over 50% in size
Target sequence (Q8WZA2 whole entry, looked up): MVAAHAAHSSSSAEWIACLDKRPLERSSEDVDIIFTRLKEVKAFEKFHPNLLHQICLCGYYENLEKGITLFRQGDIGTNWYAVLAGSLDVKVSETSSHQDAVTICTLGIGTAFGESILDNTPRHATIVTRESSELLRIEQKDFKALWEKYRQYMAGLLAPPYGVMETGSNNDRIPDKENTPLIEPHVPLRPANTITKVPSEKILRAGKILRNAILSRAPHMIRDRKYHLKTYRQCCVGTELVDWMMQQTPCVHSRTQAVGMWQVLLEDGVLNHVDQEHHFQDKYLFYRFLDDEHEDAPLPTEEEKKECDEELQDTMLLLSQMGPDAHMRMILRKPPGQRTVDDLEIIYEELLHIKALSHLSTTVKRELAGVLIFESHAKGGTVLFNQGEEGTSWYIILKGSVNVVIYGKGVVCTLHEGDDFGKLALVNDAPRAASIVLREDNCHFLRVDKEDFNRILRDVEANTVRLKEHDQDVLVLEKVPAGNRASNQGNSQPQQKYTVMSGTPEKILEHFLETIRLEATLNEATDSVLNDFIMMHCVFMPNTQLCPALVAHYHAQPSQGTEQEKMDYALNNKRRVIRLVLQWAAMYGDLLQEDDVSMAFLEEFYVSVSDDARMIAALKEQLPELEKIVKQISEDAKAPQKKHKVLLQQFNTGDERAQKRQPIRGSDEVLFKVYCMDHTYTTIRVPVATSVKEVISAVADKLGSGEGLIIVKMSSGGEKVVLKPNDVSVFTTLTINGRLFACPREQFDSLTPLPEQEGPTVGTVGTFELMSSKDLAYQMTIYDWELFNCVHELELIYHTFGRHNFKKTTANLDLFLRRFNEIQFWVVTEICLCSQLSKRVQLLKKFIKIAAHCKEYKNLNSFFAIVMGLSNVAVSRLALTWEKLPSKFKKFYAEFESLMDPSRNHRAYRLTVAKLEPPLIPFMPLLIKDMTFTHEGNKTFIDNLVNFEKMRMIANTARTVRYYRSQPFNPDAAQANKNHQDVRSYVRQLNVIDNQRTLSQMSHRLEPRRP
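Guanine nucleotide exchange by EPAC2 is measured as reduced fluorescence of BODIPY-GDP once it is released from 250 nM Rap1B. Plates are read kinetically for 30 min at room temperature; results are scaled to 6.5 mM cAMP.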
CCT chaperon mod: modulators of cytosolic chaperonin (CCT/TRiC) activity. activity change, % (test concentration not listed), hits read low. hit rate 0.3% among 360,000. purified chaperonin ATPase assay, HTRF ADP detection, 30 min; in the data active = activity change below about -30%; note: % is set by controls: 0 for no effect and ±100 for the full control effect
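First, chaperonin was dispensed at 40 nM or 20 nM final depending on batch activity. Next, compounds were pinned at 76 uM and ATP added at 10 uM. After 30 min at 37 °C, ADP detection reagents ran 30 min at ambient temperature.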
EPAC2 antag: blocks human EPAC2 exchange factor | Potency, µM (top dose mostly 114 µM), without a hit: at the top dose activity, negative = inhibition, hits mostly inhibitors | AID 720708 | EPAC2 GEF exchange of Rap1B-BODIPY-GDP, fluorescence | hit rate 0.18% among 360,000; note: potency is the fitted concentration of half-maximal effect; % is set by controls: 0 for no effect and ±100 for the full control effect; nearly all actives have a fitted effect of over 45% in size; many of its hits are not listed in these tables
A549 tox: counter-screen for Nrf2 inhibitors: cytotoxicity in A549 cells; A549 ARE-Fluc cells, CellTiter-Fluor viability, 18-24 h; Potency, µM (series often up to 46 µM), without a hit: at the highest dose activity change, negative = cytotoxicity, hits mostly inhibitors; hit rate 0.16% among 390,000; note: potency is the fitted concentration of half-maximal effect; % is set by controls: 0 for no effect and ±100 for the full control effect
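A549 ARE-Fluc cells in 5% FBS OPTI-MEM, 5000 cells/well, rested 2 h then exposed to compounds in concentration-response for 18-24 h at 37 °C. Viability by CellTiter-Fluor fluorescence (Ex 405/Em 525) after 30 min; luciferase luminescence (BugLite, 15 min, RT) read afterwards.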
TGFb SMAD3 inh: inhibitors of TGF-b signaling. AID 588855. HepG2 CAGA-GFP TGF-b/SMAD3 reporter, GFP fluorescence, 18 h; TGF-beta stimulated, 500 pg/mL final. Potency, µM (top dose mostly 46.1 µM), for the others: top-dose activity, negative = inhibition, most hits filed as inhibitors. hit rate 1.2% among 410,000; note: potency is the fitted concentration of half-maximal effect; % is set by controls: 0 for no effect and ±100 for the full control effect; nearly all actives have a fitted effect of over 65% in size
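HEPG2 CAGA-GFP reporter cells (1000/well, DMEM with 1% FBS) received compounds, then recombinant TGF-beta at 500 pg/mL final for 18 hours at 37 degrees C. Per-cell GFP summed per well was normalised to unstimulated and stimulated DMSO controls before curve fitting.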
Nrf2 activator: activates Nrf2 signaling; AREc32 ARE-luciferase reporter (MCF7-derived line), luminescence, 24 h; Potency, µM (series often up to 46.1 µM), for inactives: at the top dose activation, actives largely listed as activators; AID 624171; hit rate 0.31% among 410,000; note: potency is the fitted concentration of half-maximal effect; % of control where 0% means no effect; nearly all actives have a fitted effect of over 65% in size
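ARE-driven firefly luciferase activity in AREc32 cells measured after a 24 hr compound exposure at 37 deg C, using Steady-Glo reagent and a 30 min room-temperature hold.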
Akt phos inh: Akt phosphorylation inhibition. Neuro2A IGF-stimulated pAkt S473 HTRF, 20 min; stronger effect = lower value. activity change, % for hits at 50 µM. hit rate 0.32% among 360,000; in the data active = activity change below about -80%; inconclusive = mostly about -51% to -80%; note: % is set by controls: 0 for no effect and ±100 for the full control effect
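Single-point screen (50 µM final compound) in Neuro2A cells stimulated 20 min with 6 nM IGF at 37 deg C. After lysis, Ser473-phosphorylated Akt read by HTRF (ex 330 nm, em 615/665 nm) as the 665/615 ratio.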
* hit, by the source's call; i = inactive; ? = inconclusive; . = no result given; & = joins results of further samples; [ ] = another dose, or the depositor's remark. Unless noted, calls come from the whole dose curve; as a rule, active = well fitted curve in the direction sought with a large enough effect; inconclusive = small, poorly fitted or top-dose-only effect, or another doubt; inactive = no such curve, though single readings can be large; an effect the other way counts as inactive or inconclusive. Only part of the results is shown. The share of hits here may be higher or lower than overall.

Start of the listing, in advance, two compounds:
cpd	Compound	Nrf2 activator	TGFb SMAD3 inh	CCT chaperon mod	A549 tox	Akt phos inh	Mm-Cpn inhibitor	Nrf2 inh	EPAC2 antag	EPAC2 agonist
1	CCCC[n+]1ccn(C2=C([O-])c3ccccc3C(=O)/C2=N\S(=O)(=O)c2ccccc2)c1	-2.5%	8.9µM*	1.1	?	i	1%	20µM*	-3%	-8%
2	COc1cccc(CNC(=O)C(NS(=O)(=O)c2ccc3c(c2)CCN3C(C)=O)C(C)C)c1 (stereo not given)	0.4%&-1.3%	3%&-3%	0.0	-1%&-2%	i	0%	-6%&8%	5%	7%

The whole of this part, from the start:
cpd	Compound	Nrf2 activator	TGFb SMAD3 inh	CCT chaperon mod	A549 tox	Akt phos inh	Mm-Cpn inhibitor	Nrf2 inh	EPAC2 antag	EPAC2 agonist
1	CCCC[n+]1ccn(C2=C([O-])c3ccccc3C(=O)/C2=N\S(=O)(=O)c2ccccc2)c1	-2.5%	8.9µM*	1.1	?	i	1%	20µM*	-3%	-8%
2	COc1cccc(CNC(=O)C(NS(=O)(=O)c2ccc3c(c2)CCN3C(C)=O)C(C)C)c1 (stereo not given)	0.4%&-1.3%	3%&-3%	0.0	-1%&-2%	i	0%	-6%&8%	5%	7%
3	c1ccc(CN2CCC3CC2c2ccc(N4CCOCC4)cc23)cc1 (stereo not given)	5.2%	1%	2.0	.	i	.	.	6%	10%
4	N#C/C(=C\c1ccc(Cl)cc1)C(=O)NCC1CCCO1 (stereo not given)	5.9%	2%	.	?	.	.	?	.	.
5	Cc1cc(Nc2ccccc2Cl)c2ccccc2n1	0.2%	?	-2.5	-17%	i	.	?	2%	10%
6	Cc1ccc(-c2cc3nc(-c4ccccc4)cc(N4CCC5(CC4)OCCO5)n3n2)cc1	0.5%	?	2.2	4%	i	-3%	.	4%	-4%
7	COC(=O)C1=C(C)N(Cc2ccccc2)C(=NCc2cc(OC)c(OC)c(OC)c2)N[C@H]1c1cccc(F)c1	11%	?	0.4	-9%	i	-6%&-6%	1%	14%	4%
8	O=c1sc2ccccc2c(N2CCN(c3ccccc3)CC2)c1[N+](=O)[O-]	0.1%	-13%	-3.7	-7%	i	0%	1%	7%	5%
9	CCc1ccc([C@@H]2CC(=O)[C@@H]3CN(S(=O)(=O)c4ccc(C)cc4)[C@H](c4ccc(Cl)cc4)C[C@@H]3N2S(=O)(=O)c2ccc(C)cc2)cc1	-0.2%	-4%	0.6	.	i	.	.	16%	-2%
10	COCCNC(=O)CN1CCC(NC(=O)Nc2ccccc2)CC1	-0.2%	-3%	0.9	-13%	.	-2%	-14%	-1%	7%
11	CC(C)C(C(=O)Nc1nccs1)N1C(=O)c2ccccc2C1=O (stereo not given)	-0.4%	0%	2.7	1%	i	1%	2%	5%	-3%
12	Cc1sc2nc(CN(Cc3cccs3)C(=O)NC3CCCCC3)[nH]c(=O)c2c1C	3.4%	?	-1.7	?	i	-7%	?	-4%	0%
13	CC(=O)c1ccccc1Oc1nc(CN2CCOCC2)nc2scc(-c3cccs3)c12	13%	-1%	-0.9	-16%	i	-19%	16%	0%	-6%
14	O=C(O)c1ccc(N2CC3CC(C2)c2cccc(=O)n2C3)c(NC(=S)Nc2ccc(Br)cc2)c1 (stereo not given)	-0.7%	-19%	0.4	5%	i	3%	-12%	11%	-1%
15	O=C(c1cc2ccccc2o1)N1CCN=C1SCc1cccc(F)c1	-0.6%	9%	-0.3	0%	i	0%	-18%	-20%	8%
16	CN(CC1COc2ccccc2O1)C(=O)c1ccc(N(C)C)cc1 (stereo not given)	0.4%	-28%	0.1	3%	i	2%	-1%	-30%	11%
17	Fc1cccc2sc(N3CCCCC3)nc12	2.6%	-6%	-0.6	19%	i	4%	0%	-6%	6%
18	COc1cc2c(cc1OC)C(=O)C(Br)CC2 (stereo not given)	-2.1%	?	1.7	.	i	.	.	28µM*	11%
19	CN1CCc2c(sc3c2C(=O)NC(c2ccc(OC(=O)c4ccc(C(C)(C)C)cc4)cc2)N3)C1 (stereo not given)	-1.9%	20%	.	-4%	.	.	5%	.	.
20	COc1ccc(/C=C/C2=NNC(=O)CC2)cc1	1.9%	-5%	-0.1	1%	i	3%	3%	13%	4%

From compound 17 up to 20, copied from above:
cpd	Compound	Nrf2 activator	TGFb SMAD3 inh	CCT chaperon mod	A549 tox	Akt phos inh	Mm-Cpn inhibitor	Nrf2 inh	EPAC2 antag	EPAC2 agonist
17	Fc1cccc2sc(N3CCCCC3)nc12	2.6%	-6%	-0.6	19%	i	4%	0%	-6%	6%
18	COc1cc2c(cc1OC)C(=O)C(Br)CC2 (stereo not given)	-2.1%	?	1.7	.	i	.	.	28µM*	11%
19	CN1CCc2c(sc3c2C(=O)NC(c2ccc(OC(=O)c4ccc(C(C)(C)C)cc4)cc2)N3)C1 (stereo not given)	-1.9%	20%	.	-4%	.	.	5%	.	.
20	COc1ccc(/C=C/C2=NNC(=O)CC2)cc1	1.9%	-5%	-0.1	1%	i	3%	3%	13%	4%

(next part)
cpd	Compound	Nrf2 activator	TGFb SMAD3 inh	CCT chaperon mod	A549 tox	Akt phos inh	Mm-Cpn inhibitor	Nrf2 inh	EPAC2 antag	EPAC2 agonist
21	CCOC(=O)CC1C(=O)NCCN1C(=O)COc1ccc(Br)cc1C (stereo not given)	1.7%	7%	-1.3	-4%	i	-3%	?	-5%	-1%
22	Cc1cc(=O)oc2c3c(cc(OCC(=O)N[C@@H](C)C(=O)O)c12)OC(C)(C)CC3	-0.3%	-6%	0.9	4%	i	-4%	1%	-3%	4%
23	OC[C@H]1OC(O)C[C@@H](O)[C@@H]1O (stereo not given in full)	0.2%	-16%	1.1	-4%	i	0%	7%	-7%	-3%
24	COc1ccc(/C=C/C(=O)c2c(C)cc(C)[nH]c2=O)c2ccccc12	?	18µM*	-0.5	-16%	i	-6%	?	36%[activator]	-5%
25	O=c1[nH]c(Cc2ccccc2)nc2scc(-c3ccccc3)c12	0.3%	-3%	-0.3	0%	i	-3%	.	-6%	3%
26	Cc1cc(C)n(-c2ccc(C(=O)OCC(=O)Nc3ccc([N+](=O)[O-])cc3)cc2)n1	1.2%	-9%	-2.2	-9%	i	2%	-2%	2%	-2%
27	Cc1ccc(Cl)cc1N1CCN(C(=O)c2cn(C)c3ccc(S(=O)(=O)N4CCC(C)CC4)cc3c2=O)CC1	0.3%	-6%	.	3%	.	.	-7%	.	.
28	CCOC(=O)N1CCN(C(=O)CSC2=NS(=O)(=O)c3ccccc3N2)CC1	-0.4%	19%	0.9	2%	i	1%	18%	-2%	11%
29	COC(=O)c1c(C)[nH]c(C)c1-c1ccc(C)cc1	-0.5%	0%	-3.7	0%	i	2%	3%	8%	9%
30	O=C(NC1CCCC1)c1cc(-c2cccs2)on1	29%	-9%&1%	-1.7	2%[1.84 µM]	i	1%	?	-1%	3%
31	COc1ccc(NCc2cc3ccc(OC)cc3n(CC(=O)Nc3cc(Cl)ccc3C)c2=O)cc1	-0.1%	-3%	.	1%	.	.	9%	.	.
32	CCCCNC(=O)CC(C(=O)N1CCc2ccccc21)n1ccnc1 (stereo not given)	-0.6%	-11%	0.9	7%	i	2%	.	-2%	7%
33	CC(Sc1n[nH]c(=O)n1Cc1ccccc1)C(=O)NC1CCCCC1C (stereo not given)	-0.4%	?	0.8	-6%	i	1%	6%	-2%	-14%
34	CC(C)Cc1nc(N2CCOCC2)c(C#N)c2c1CCC2	-0.6%	-2%	-1.2	-2%	i	1%	-9%	-7%	5%
35	Cc1c(NC(=O)CN2CCN(c3cccc(Cl)c3)CC2)c(=O)n(-c2ccccc2)n1C	-0.1%	-16%	0.4	1%	i	0%	?	-6%	5%
36	COc1cccc(C(=O)Nc2c(C(=O)c3ccc(F)cc3)oc3ccccc23)c1	-0.8%	0%	.	9%	.	.	-9%	.	.
37	Cc1ccc(CSc2nc3[nH]ncc3c(=O)[nH]2)cc1	5.7%	-8%	2.3	4%	i	-2%	2%	11%	10%
38	CCCC(=O)N1CCC1(C)C(=O)Nc1cccc(F)c1 (stereo not given)	0.2%	9%	-2.8	.	i	.	.	-7%	8%
39	Nc1c(Cl)cc(-c2csc(N3CCCC3c3nc4cc(Cl)c(Cl)cc4n3CCOCCO)n2)cc1Cl (stereo not given)	3.9%	3%	0.5	1%	i	?	9%	3%	2%
40	COc1ccc(C2C3=C(CCCC3=O)Nc3nc(C(F)(F)F)nn32)cc1OC (stereo not given)	0.6%	-2%	-0.4	-4%	i	0%	2%	13%	6%
41	CCOC(=O)CNC(c1ccccc1)c1cc(Br)ccc1NC(C)=O (stereo not given)	3.8%	-19%	1.9	-9%	i	0%	11%	-9%	0%
42	CCCCCCCCSc1nnc(CSc2nc3nc(C)cc(C)n3n2)o1	-0.6%	?	1.1	-2%	i	1%	-26%	-18%	-13%
43	Cc1noc(NS(=O)(=O)c2ccc(NC(=O)c3ccc(Br)o3)cc2)c1C	1.7%	-3%	-2.3	5%	i	-4%	9%	-3%	10%
44	CCc1nc2ccc(C(=O)Nc3ccc4c(c3)OCC(=O)N4)cn2c1N(C)C(=O)C1CCCCC1	1.0%	7%	-0.6	.	i	.	.	9%	0%
45	NC(=O)CSc1nc2c(sc3ccccc32)c(=O)n1CCCN1CCOCC1	3.1%	-2%	-2.5	-2%	i	0%	22%	10%	-4%
46	Cc1ccc(NC(=O)COC(=O)Cc2ccc(Br)cc2)cc1S(=O)(=O)N1CCOCC1	0.9%	7%	-3.2	0%	i	-2%	0%	-22%	0%
47	COc1ccccc1-c1sc2ccccc2c1C#Cc1ccc(N(C)C)cc1	-0.8%	3%	0.6	26%	i	?	15%	5%	18%
48	Cc1csc(Sc2ccc(C(=O)OCC(=O)Nc3ccc(OC(F)(F)F)cc3)cc2[N+](=O)[O-])n1	?	11%	0.4	2%	i	0%	0%	1%	-11%
